Screening data from PubChem.
V-ATPase pHluor – regulators of yeast V-ATPase proton transport; S. cerevisiae, pHLuorin cytosolic pH fluorescence; response, % at 10 µM; 350,000 compounds, 0.37% hits; in the data active = response mostly above about 7.3%, no sharp cut-off; inactive = mostly below about 5.4%; note: actives read high; inactives centre near 0; some compounds called inactive have numbers as strong as hits; reference of the scale not given here
Arrestin-AP2 inh – inhibitors of human beta-arrestin and AP2 interaction. FITC-arrestin peptide / GST-AP2 beads, flow cytometry; AP2 beta2 appendage carries R879A mutation. inhibition, % at 10 µM. 340,000 compounds, 0.31% hits. AID 504490;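 active = inhibition above a set limit, near 3 SD of compounds lacking own fluorescence, cut at about 54% in these data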;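 note: plate controls were DMSO wells for no effect and 5 µM unlabelled arrestin peptide for full effect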
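Assay system: GST-AP2 R879A bound to glutathione beads, E. coli-expressed; Medium: PBS with 0.05% Tween 20 and 0.1% BSA; Also added: fluorescein-tagged arrestin peptide at 50 nM final; Timing: 12 min plus 1 h, RT; Measured by: flow cytometry, FL1 (488/535 nm); Evaluation: percent drop in bead-associated FITC signal.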
PKA-R1A activ – PKA-R1A complex activation; P00514+P68181; PKA-R1A dissociation, Cy5-IP20 fluorescence polarization; scaled: DMSO 0%, 113 µM cGMP 100%; activation, % at 11.4 µM; 340,000 compounds, 0.083% hits; AID 504707;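 active = percent activation above the mean of all tested compounds plus 3 SD, cut at about 19% in these data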;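 note: higher means more PKAc released from R1A so a rise in polarization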
Pemphigus Ab inh – blocks pemphigus antibody binding to human desmoglein-3; DSG3-coupled beads, scFv-anti-DSG3-GFP binding, flow cytometry; stronger effect = lower value; binding (percent of control), % at 10 µM; 310,000 compounds, 0.48% hits;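 active = binding more than 3 SD below its plate's average and above zero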; note: some compounds called inactive have numbers as strong as hits
OPRM1-OPRD1 inv – inverse agonist of human OPRM1-OPRD1 heterodimerization; cell-based MOR-DOR heterodimer luminescence, inverse agonism; inhibition, % at 9.3 µM; 340,000 compounds, 0.21% hits; AID 504357; in the data active = inhibition above about 22%, passing the limit was not always enough;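 note: 0% = cells with DMSO and 100% = wells without cells with DMSO; values of inactives mirror those of a sister screen read the other way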
MOR-DOR ag – OPRM1-OPRD1 heterodimerization agonism; cells, luminescence; activation, % at 9.3 µM; 340,000 compounds, 0.3% hits; in the data active = activation above about 18%;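 note: 0% = vehicle-treated cells and 100% = reference agonist; values of inactives mirror those of a sister screen read the other way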
HTR5A ag ctr – activates human HTR5A in OPRM1-OPRD1 agonist counter-screen. P47898. 340,000 compounds, 0.61% hits. activation, % at 9.3 µM. HTR5A agonist assay, luminescence, cell-based; in the data active = activation mostly above about 9.5%, no sharp cut-off; inactive = mostly below about 7.6%;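 note: 0% = cells with vehicle only and 100% = reference agonist; strong numbers were not always called active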
Target sequence (P47898 whole entry, looked up): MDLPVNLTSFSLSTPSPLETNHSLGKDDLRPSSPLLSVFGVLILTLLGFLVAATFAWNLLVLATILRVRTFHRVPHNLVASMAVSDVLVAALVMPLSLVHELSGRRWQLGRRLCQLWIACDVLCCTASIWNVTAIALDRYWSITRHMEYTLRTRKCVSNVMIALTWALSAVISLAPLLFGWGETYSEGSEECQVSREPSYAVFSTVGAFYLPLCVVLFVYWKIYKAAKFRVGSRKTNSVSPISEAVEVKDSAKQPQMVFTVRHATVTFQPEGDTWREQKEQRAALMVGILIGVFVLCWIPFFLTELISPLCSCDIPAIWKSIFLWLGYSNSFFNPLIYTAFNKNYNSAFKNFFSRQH
HTR5A inv ag – inverse agonist of human HTR5A in OPRM1-OPRD1 counter-screen | HTR5A cell line, luminescence, inverse agonism | 340,000 compounds, 0.083% hits | inhibition, % at 9.3 µM | P47898; in the data active = inhibition mostly above about 23%, no sharp cut-off; inactive = mostly below about 18%;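 note: 0% = cells with DMSO and 100% = no-cell wells with DMSO; some compounds called inactive have numbers as strong as hits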
PKA-R2B activ – PKA-R2B complex activation; P22694+P31323; PKA-R2B holoenzyme dissociation, Cy5-IP20 fluorescence polarization; R2B truncated from residue 108, S112A mutant; 0% DMSO only, 100% 113 µM cGMP; activation, % at 11.4 µM; 340,000 compounds, 0.079% hits; AID 504700;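 active = activation above a cutoff set at the mean over all compounds plus 3 SD, cut at about 18% in these data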;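 note: higher means more holoenzyme dissociation and a rise in polarization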
DAGLB inh – diacylglycerol lipase beta (human) inhibition; inhibition, % at 5.17 µM; 340,000 compounds, 0.059% hits; HEK293T DAGLB membrane lysate, EnzChek fluorogenic substrate; AID 504411; in the data active = inhibition above about 34%;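 note: 0% = enzyme with vehicle and 100% = wells lacking enzyme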
Target sequence (Q8NCG7 whole entry, looked up): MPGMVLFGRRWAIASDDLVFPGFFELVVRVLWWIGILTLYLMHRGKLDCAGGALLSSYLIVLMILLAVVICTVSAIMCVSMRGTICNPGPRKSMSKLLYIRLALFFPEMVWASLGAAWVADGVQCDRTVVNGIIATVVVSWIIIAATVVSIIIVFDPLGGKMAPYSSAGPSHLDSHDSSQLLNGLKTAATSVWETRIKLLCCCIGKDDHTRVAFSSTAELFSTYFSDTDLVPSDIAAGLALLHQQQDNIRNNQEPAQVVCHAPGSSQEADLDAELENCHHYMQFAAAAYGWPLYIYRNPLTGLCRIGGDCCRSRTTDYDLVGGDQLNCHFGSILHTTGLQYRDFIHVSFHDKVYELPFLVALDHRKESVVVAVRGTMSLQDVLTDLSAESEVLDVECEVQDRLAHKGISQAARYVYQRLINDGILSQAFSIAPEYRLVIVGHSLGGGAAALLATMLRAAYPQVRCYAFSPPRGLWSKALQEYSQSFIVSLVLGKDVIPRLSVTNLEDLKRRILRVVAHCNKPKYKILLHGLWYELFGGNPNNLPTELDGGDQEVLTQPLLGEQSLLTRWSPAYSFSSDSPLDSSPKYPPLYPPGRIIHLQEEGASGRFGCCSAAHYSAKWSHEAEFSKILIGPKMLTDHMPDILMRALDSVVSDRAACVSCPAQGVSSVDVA
Numbers without * were called inactive; nt = not tested or not shown.

Abbreviations – A = V-ATPase pHluor; B = Arrestin-AP2 inh; C = PKA-R1A activ; D = Pemphigus Ab inh; E = OPRM1-OPRD1 inv; F = MOR-DOR ag; G = HTR5A ag ctr; H = HTR5A inv ag; I = PKA-R2B activ; J = DAGLB inh
1) Nc1cccc(-n2nnnc2CN2CCOCC2)c1
  A = 3; B = -20; C = -13; D = 97; E = 0; F = 0.1; G = 8; H = -39; I = 3; J = 1

2) CCN1CCN(CCC2Oc3cc([N+](=O)[O-])ccc3NC2=O)CC1 (stereo not drawn)
  A = -4; B = 0; C = -4; D = nt; E = 16; F = -3.4; G = -3; H = 24; I = 8; J = 0

3) COCC(=O)Nc1nnc(SCC(=O)N2CCCCC2)s1
  A = 3; B = -2; C = -6; D = 100; E = 5; F = -0.8; G = 10; H = -8; I = 1; J = 0

4) COc1ccccc1N1CCN(C2CCN(C(=O)c3ccc(F)cc3)CC2)CC1
  A = -1; B = 6; C = -3; D = 96; E = 14; F = -2.7; G = 4; H = -16; I = 7; J = 3

5) Cc1c(N(C)C(=O)c2ccccc2F)c(=O)n(-c2ccccc2)n1C
  A = 1; B = 3; C = 2; D = 99; E = 4; F = -0.7; G = -7; H = -2; I = -3; J = 2

6) CCSc1nnc(-c2ccccc2NC(C)=O)c(=O)[nH]1
  A = 2; B = -9; C = -2; D = 98; E = 15; F = -2.4; G = 11; H = -30; I = -10; J = 0

7) COc1ccccc1N1CCN(c2ccc([N+](=O)[O-])nc2)CC1
  A = -3; B = 1; C = 2; D = 106; E = 13; F = -2.6; G = 5; H = -16; I = -3; J = 2

8) Cc1ccccc1C1CC(=O)NC2=C1C(=O)CCC2 (stereo not drawn)
  A = 1; B = 30; C = -2; D = nt; E = 5; F = -1.3; G = -3; H = 6; I = -1; J = 1

9) CSCC[C@H](NC(=O)OC(C)(C)C)c1nnc(SCC(=O)Nc2ccc(C)cc2C)o1
  A = 3; B = -13; C = -14; D = 101; E = 6; F = -1.4; G = -1; H = -5; I = 7; J = -1

10) COc1c(N2CCN(C(=S)NC3CC4CCC3C4)C(C)C2)c(F)cc2c(=O)c(C(=O)O)cn(C3CC3)c12 (stereo not drawn)
  A = 0; B = -3; C = -6; D = 98; E = 13; F = -2.5; G = 0; H = 7; I = 1; J = 4

11) CN1CCN(c2nc(Nc3cccc(C(F)(F)F)c3)nc(N3CCOCC3)n2)CC1
  A = 7; B = 1; C = -9; D = nt; E = -1; F = 0.2; G = 0; H = 1; I = -5; J = -1

12) COc1cccc(CN2CCNC(=O)C2CC(=O)N(C)CCc2ccccn2)c1 (stereo not drawn)
  A = nt; B = -3; C = -12; D = 106; E = -21; F = 2.9; G = 0; H = -17; I = -8; J = -1

13) C=C1CCN([C@@H](CC(C)C)C(=O)NCc2ccc(Cl)cc2)S(=O)(=O)c2ccccc21
  A = 2; B = 11; C = 4; D = 104; E = 4; F = -0.8; G = 2; H = -1; I = -21; J = -10

14) COc1ccc(CNc2nccs2)cc1OC
  A = 0; B = 52; C = 3; D = 98; E = 14; F = -3.0; G = 1; H = -3; I = 10; J = -2

15) CCN(CC(=O)Nc1ccc(OC)cc1)C(=O)Cc1cccs1
  A = 1; B = 56*; C = -3; D = 104; E = 8; F = -1.5; G = -2; H = 5; I = -5; J = 0

16) CCCCC(=O)NCc1ccc(F)cc1
  A = -1; B = 9; C = -4; D = 109; E = -3; F = 0.6; G = -1; H = 3; I = 0; J = 1

17) CC1CN(c2oc(Cc3cccc4ccccc34)nc2C#N)CC(C)O1 (stereo not drawn)
  A = -3; B = 8; C = -10; D = 95; E = -13; F = 2.1; G = -3; H = -3; I = 4; J = -8

18) COc1ccc(C(=O)COC(=O)c2cc(S(=O)(=O)NCc3ccccc3)ccc2O)cc1
  A = -2; B = -1; C = -8; D = 106; E = 8; F = -1.7; G = 4; H = 7; I = -14; J = -1

19) COc1ccc(C(=O)n2cnc(N)n2)cc1
  A = -2; B = 9; C = 13; D = 106; E = 6; F = -1.0; G = -1; H = -25; I = 2; J = 0

20) CC(=O)OC(C)(C)/C=C/C(=O)[C@](C)(O)C1[C@H](O)C[C@@]2(C)C3CC=C4C(C=C(O[C@@H]5O[C@H](CO)[C@@H](O)[C@H](O)[C@H]5O)C(=O)C4(C)C)[C@]3(C)C(=O)C[C@]12C (stereo partly drawn)
  A = -1; B = -2; C = 3; D = 104; E = 2; F = -0.3; G = -3; H = 8; I = 5; J = 3

21) CC(=O)Nc1cccc(Cl)c1C(=O)O
  A = -3; B = -8; C = -5; D = 105; E = 6; F = -1.5; G = 5; H = 3; I = -6; J = -3

22) COc1cc(OC)cc(-c2nc3ccccc3c(=O)n2NC(=O)c2cccnc2Cl)c1
  A = -1; B = 2; C = -11; D = 81; E = 11; F = -1.7; G = 4; H = -10; I = 4; J = 0

23) COc1ccc(/C=C/C(=O)N2CCN(S(=O)(=O)c3ccccc3Br)CC2)cc1OC
  A = 2; B = -3; C = -3; D = nt; E = -13; F = 3.0; G = -5; H = 11; I = -3; J = 1

24) Cc1cccc(-c2cc3nc(C)cc(NCCCN(C)C)n3n2)c1
  A = -3; B = 18; C = -9; D = 103; E = 0; F = 0.0; G = 4; H = 0; I = -11; J = 1

25) Cc1ccccc1OCCC(=O)OCC(=O)NC1CC1
  A = -1; B = -4; C = -13; D = 97; E = 7; F = -1.2; G = -1; H = -4; I = 0; J = 1

26) Cc1nn(CC(=O)Nc2ccc3c(c2)nc(CCN2CCCCC2)n3C)c(=O)c2ccccc12
  A = 1; B = -4; C = 18; D = 129; E = -2; F = 0.4; G = 3; H = -4; I = 12; J = 0

27) COc1ccc(/C(C)=N/N=C(N)N)c(O)c1
  A = 0; B = -28; C = 7; D = 101; E = 3; F = -0.5; G = 1; H = -3; I = -4; J = 0

28) O=C(Oc1ccc2c(c1)O/C(=C\c1ccncc1)C2=O)c1ccccc1
  A = 2; B = -6; C = 4; D = 104; E = 12; F = -2.0; G = 0; H = -1; I = 2; J = -7

29) COc1ccc(C(=O)NNC(=O)c2ccccc2[N+](=O)[O-])cc1[N+](=O)[O-]
  A = -7; B = -20; C = 1; D = 116; E = 12; F = -2.5; G = 0; H = 1; I = -4; J = 0

30) CC(=O)Nc1ccc(NC(=O)COC(=O)c2c3c(nc4ccccc24)CCN(Cc2ccccc2)C3)cc1
  A = -1; B = -10; C = -7; D = 104; E = -1; F = 0.1; G = 4; H = 1; I = -7; J = -3

31) CCc1ccc(-c2cc(C)no2)cc1S(=O)(=O)Nc1ccccn1
  A = 0; B = -12; C = 4; D = 98; E = 10; F = -2.0; G = -3; H = 1; I = 3; J = 0

32) CCCCCCSC1=C(C#N)C(c2ccc(C)o2)CC(=O)N1 (stereo not drawn)
  A = 0; B = 2; C = -3; D = 102; E = -7; F = 1.2; G = 5; H = -13; I = -16; J = 2

33) Nc1ccccc1N1CCN(C(=O)c2ccccc2)CC1
  A = 2; B = 8; C = -9; D = 95; E = 7; F = -1.3; G = 2; H = -6; I = 9; J = -2

34) CC(C)[C@H]1CN=C2N(CCNC(=O)CCC3CCCCC3)[C@H](Cc3ccc(O)cc3)CN21
  A = 2; B = -8; C = 6; D = 107; E = 13; F = -2.2; G = 0; H = -18; I = -4; J = 2

35) CCn1c(CC(=O)Nc2ccccc2F)nnc1SCC(=O)NC1CCCC1
  A = -3; B = 20; C = -3; D = 110; E = -9; F = 1.1; G = 1; H = -2; I = -3; J = -1

36) O=C(O)CCCC(=O)Nc1ccc(C(=O)NCc2cccnc2)cc1
  A = 3; B = 2; C = 3; D = 111; E = 17; F = -2.8; G = -1; H = -2; I = -8; J = -1

37) O=C(NC12CC3CC(CC(C3)C1)C2)C1CC(=O)N(c2ccccc2)C1 (stereo not drawn)
  A = -5; B = 2; C = -7; D = nt; E = 7; F = -1.8; G = -5; H = 14; I = -3; J = -1

38) Cc1ccc(NC(=O)CN2C(=O)S/C(=C\c3ccccn3)C2=O)cc1C
  A = 3; B = 1; C = 4; D = 115; E = 14; F = -2.5; G = -3; H = 10; I = -1; J = 0

39) CC(C)(C)[C@H]1C=C(C(N)=O)O[C@@H](OCCCCO)C1
  A = 1; B = 12; C = -7; D = 107; E = -16; F = 2.9; G = 1; H = 10; I = -2; J = 0

40) COc1ccc(Cl)cc1C(=O)OCC(=O)Nc1cccnc1Cl
  A = -5; B = 0; C = -3; D = 101; E = 2; F = -0.5; G = -3; H = 7; I = -16; J = -4

41) CC(=O)Nc1ccc(C(=O)OCC(=O)NCCC2=CCCCC2)cc1
  A = -4; B = -7; C = 1; D = 105; E = -11; F = 1.8; G = -1; H = 7; I = 5; J = 2

42) NC(=S)N/N=C/c1ccc(C(F)(F)F)cc1
  A = 6; B = 3; C = -6; D = nt; E = 3; F = -0.5; G = 2; H = -2; I = -2; J = 0

43) CCOC(=O)CN1C(=O)N[C@@H](c2ccccc2)C(C(C)=O)=C1C
  A = 4; B = 12; C = 4; D = 90; E = -3; F = 0.5; G = 2; H = -5; I = 1; J = -2

44) C/C(=N\NC(=O)c1ccc(CN2CCOCC2)cc1)c1cccc([N+](=O)[O-])c1
  A = -8; B = 5; C = -4; D = 81; E = -1; F = 0.1; G = 8; H = -36; I = -11; J = -1

45) O=C(Nc1ccccc1)Nc1nc2ccccc2s1
  A = -2; B = -34; C = 4; D = nt; E = -5; F = 1.2; G = 0; H = -3; I = 6; J = -1

46) CC(CCc1ccccc1)NC(=O)COC(=O)c1ccccc1O (stereo not drawn)
  A = -4; B = -18; C = -9; D = 91; E = 10; F = -1.9; G = 3; H = -7; I = 4; J = 0

47) Cc1ccc(S(=O)(=O)Nc2ncnc3sc(C)c(C)c23)cc1
  A = 2; B = -8; C = 3; D = 96; E = 10; F = -2.7; G = -2; H = 17; I = -13; J = 2

48) CCOc1ccc(NC(=O)CN(C)C(=O)c2cc(C)nc3ccccc23)cc1OCC
  A = 8; B = 21; C = 12; D = nt; E = 6; F = -1.4; G = 2; H = -5; I = 10; J = -4

49) COc1cc(-c2cc(=O)c3c(O)c(OC)c(OC)c(O)c3o2)ccc1O
  A = 3; B = -2; C = 9; D = nt; E = -41; F = 8.2; G = -1; H = -11; I = -6; J = 1

50) CCOC(=O)c1cnc2c(ccc3ccccc32)c1N
  A = -1; B = 29; C = -5; D = 112; E = 0; F = -0.1; G = 7; H = -4; I = 9; J = -3

51) Cc1ccc(S(=O)(=O)N2CCN(c3nc(C(C)C)c4c(c3C#N)CC(C)(C)OC4)CC2)cc1
  A = 1; B = 29; C = -6; D = 97; E = 14; F = -2.5; G = 5; H = -12; I = -1; J = 0

52) N#CCc1nc(-c2cc3ccccc3oc2=O)cs1
  A = 1; B = 20; C = -15; D = 93; E = 11; F = -2.1; G = 1; H = -4; I = 0; J = 0

53) COc1ccc(OCC(=O)NCCCCCCNC(=O)COc2ccc(OC)cc2)cc1
  A = 1; B = 17; C = 2; D = 109; E = 0; F = 0.0; G = 1; H = 5; I = -9; J = -4

Rows are unselected, and some 2.4% of all compounds hit somewhere here.
